FECH block: inhibitors of human ferrochelatase; AID 1671448; P22830; 20,000 tested, 3.3% active; calls only at 10 µM (by protocol); purified FECH, Ni-mesoporphyrin absorbance 550 nm;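 active = enzyme reaction rate more than 3 SD below the solvent-only control wells on the same plate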;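 note: lower slope than DMSO wells means FECH inhibition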
Target sequence (P22830 whole entry, looked up): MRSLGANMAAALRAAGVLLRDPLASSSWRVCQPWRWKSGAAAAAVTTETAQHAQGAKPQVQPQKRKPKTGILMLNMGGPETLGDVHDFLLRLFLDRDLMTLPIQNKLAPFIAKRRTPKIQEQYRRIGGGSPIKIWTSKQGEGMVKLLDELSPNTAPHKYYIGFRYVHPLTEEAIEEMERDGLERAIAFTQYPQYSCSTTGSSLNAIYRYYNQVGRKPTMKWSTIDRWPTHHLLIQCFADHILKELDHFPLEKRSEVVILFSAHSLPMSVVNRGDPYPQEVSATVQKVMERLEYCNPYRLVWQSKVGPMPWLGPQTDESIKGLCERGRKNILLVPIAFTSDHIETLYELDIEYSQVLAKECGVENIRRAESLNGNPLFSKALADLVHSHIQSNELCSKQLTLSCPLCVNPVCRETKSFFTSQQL
Calls only; i = inactive; + = active, no number. A portion of the library (hit frequency here may not be typical).

Sample of the layout:
structure	FECH block
Cc1ccccc1-c1nc2nc(CNc3ccccc3F)cc(=O)n2[nH]1	+
Cc1ccc2c(c1)c(CNC1CCN(C(=O)C3CCCO3)CC1)nn2C (stereo unspecified)	i
CNc1ncccc1C(=O)NCC1CCN(Cc2cnc(C)[nH]2)C1 (stereo unspecified)	i
Cc1ccn2c(=O)cc(COc3cccc(NC(=O)c4ccccc4)c3)nc2c1	i

Results, previewed entries included:
structure	FECH block
Cc1ccccc1-c1nc2nc(CNc3ccccc3F)cc(=O)n2[nH]1	+
Cc1ccc2c(c1)c(CNC1CCN(C(=O)C3CCCO3)CC1)nn2C (stereo unspecified)	i
CNc1ncccc1C(=O)NCC1CCN(Cc2cnc(C)[nH]2)C1 (stereo unspecified)	i
Cc1ccn2c(=O)cc(COc3cccc(NC(=O)c4ccccc4)c3)nc2c1	i
COc1ccc(F)c(F)c1-c1c(-c2ccccc2)ncn1CCC1CCCN1C (stereo unspecified)	i
CCN(C/C=C/c1ccccc1)C(=O)CC1=CCNCC1	i
COc1ccc(C)cc1-n1c(SCC(=O)O)nnc1-c1cc(C)nn1C	i
Cc1cnc(CNC(=O)CCCn2cnc3ccccc3c2=O)cn1	i
Cc1cc(C)n(CC(C)NCc2nc(-c3cccnc3)no2)n1 (stereo unspecified)	i
O=C(Nc1cnc2n1CCCC2)c1cc(-n2cccn2)ccc1Cl	i
CC(C)CN(Cc1cnn(C)c1)C(=O)COc1cccc(Cl)c1	i
Cc1ccc(OCc2cc(=O)n3oc(C)cc3n2)c(NC(=O)COc2ccccc2C)c1	i
CN(C/C=C/c1ccccc1)Cc1ncccc1C(=O)O	i
Cc1cc(C(F)(F)F)nc(CCNC(=O)c2ccc(Cl)cn2)n1	i
CC(C)C1CN(Cc2cc(-c3ccccn3)no2)CCCN1CC1CC1 (stereo unspecified)	i
Cc1ccccc1NCc1cc(=O)n2[nH]c(-c3ccc(C(C)(C)C)cc3)nc2n1	+
Cc1cc2c(cc1S(=O)(=O)N1CCCC1C(=O)NC1CCCCC1)OCC(=O)N2 (stereo unspecified)	i
CC(=O)c1cccc(-c2cccc(C)n2)c1	i
CCCN(c1nc2nc(C)cc(C)n2n1)S(=O)(=O)c1ccc(Cl)cc1	i
Cc1cccc(CN2CCCN(CC(=O)N3CCOc4ccc(C)cc43)S2(=O)=O)c1	i
c1ccc(-c2ncn(C[C@@H]3CCCO3)c2-c2cccc(Cn3cccn3)c2)cc1	i
COc1ccc(NC(=O)C(=O)c2ccco2)c(NC(=O)C(C)C)c1	i
CN1CCCNC(=O)C12CCN(C(=O)c1nc3ccccc3[nH]1)CC2	i
Cc1ccccc1C(=O)Nc1ccccc1Sc1c(C)c(C)nc2nc(-c3ccccc3)nn12	i
COc1ccccc1CNc1nc(SC)nc(-c2ccccc2)c1C#N	i
CCCc1nc(C)cc(N2CCC(Oc3ncccn3)CC2)n1	i
c1ccc(-c2ncn(CC3OCCc4ccccc43)c2-c2ncc[nH]2)cc1 (stereo unspecified)	i
Cc1cc(C)c(CN(C)C(C)C(=O)N(C)C)cc1C (stereo unspecified)	i
CCC1=NOC(C(=O)N2CCC(Cc3nncn3-c3ccccc3)CC2)C1 (stereo unspecified)	i
COc1cccc(C(=O)Nc2ccc(Cl)c(N3CCCS3(=O)=O)c2)c1OC	i
O=C(Cc1c[nH]c2ccccc12)N1CCN(C(=O)c2nc(-c3ccc(N4CCCCC4)cc3)no2)CC1	i
COCCn1c(CCCC(=O)NCc2ccc(C(C)C)cc2)nc2cccnc21	i
CC(=O)Nc1ccc(Cl)c(C(=O)N2CCN(C)C[C@@H]2c2ccccc2)c1	i
CCc1ccc(-c2nccn2CCN2CCOCC2)o1	i
Cc1nc(Cn2cnc(-c3ccccc3)c2-c2cccc(C(C)N(C)C)c2)n[nH]1 (stereo unspecified)	i
Cc1ccc(C2=CC(c3ccc(Cl)cc3)n3nc(NC(=O)C(C)C)nc3N2)cc1 (stereo unspecified)	i
Cc1ccc(C2=CC(c3ccc(F)cc3)n3nc(NC(=O)c4cccc(C)c4)nc3N2)cc1 (stereo unspecified)	i
CCn1cc(C(=O)NCC2CCN(Cc3ccccc3F)C2)cn1 (stereo unspecified)	i
CCN(CCOc1cccc(OC)c1)C(=O)c1cc2ccccc2cn1	i
O=C(NCCCN1CCCCC1)c1ccc(CN2C(=O)CCn3nc(-c4ccccc4)cc32)cc1	i
CCc1oc(C(=O)N2CCC(n3nc(C)cc3C)C2)cc1CN1CCCC1 (stereo unspecified)	i
COc1ccc(Cl)cc1S(=O)(=O)NCc1nc2cccnc2n1C1CCCC1	i
CC1=C(C(=O)Nc2ccccn2)C(c2cccc(Cl)c2Cl)n2ncnc2N1 (stereo unspecified)	i
Cc1cccc2c(CCNC3CC(C)(C)NC(C)(C)C3)c[nH]c12	i
Cc1ccc(C(=O)CN(c2nc3nc(C)cc(C)n3n2)S(=O)(=O)c2ccccc2)cc1	i
CN1[C@H]2CC[C@@H]1CN(C(=O)NCCc1ccccc1)CC2	i
Cc1sc2ncnc(NCCC(C)n3ccnc3)c2c1C (stereo unspecified)	i
COc1ccccc1C(=O)N[C@H]1C[C@@H](C(=O)NCc2ccoc2)N(C)C1	i
CC(=O)N[C@H]1CCN(Cc2cnc(-c3ccccc3C)s2)C1	i
Cn1nnc(-c2ccc(C(=O)NCc3cnn4ccccc34)cc2)n1	i

New compounds follow.
structure	FECH block
CCN(Cc1ccccc1)c1cc2n(c(=O)n1)CCc1cc(OC)c(OC)cc1-2	i
CC(C)(CN1CCOCC1)NCc1cn[nH]c1-c1ccc(F)cc1	i
CC(C)C1CN(C(=O)Cn2cccnc2=O)CCCN1CC1CC1 (stereo unspecified)	i
CN1Cc2ccccc2CC1C(=O)NCCc1csc(-c2cccnc2)n1 (stereo unspecified)	i
O=C(N[C@H]1COC[C@@H]1N1CCCC1)c1ccccc1N1CCOCC1	i
COc1ccccc1C(=O)NCc1nc2cccnc2n1Cc1ccc(C)cc1	i
CCc1c(C)nc(SCc2nc(-c3cccc(OC)c3OC)oc2C)[nH]c1=O	i
O=C(CN1CCOc2ccccc2C1)N[C@@H]1c2ccccc2C[C@@H]1O	i
COc1ccc2cc(C3CN(C(=O)CN4CCCC4=O)CCO3)ccc2c1 (stereo unspecified)	i
Nc1cccc(-n2ccnc2-c2ccccn2)n1	i
Cc1ccc(N(Cc2nc3nc(C)cc(C)n3n2)C(=O)C(C)(C)C)cc1	i
CCc1cnc(C)nc1N[C@@H](C)c1cccc(OC)c1	i
COc1ccccc1C(=O)Nc1ccccc1Sc1c(C)c(C)nc2nc(-c3ccccc3)nn12	i
Cc1cc(C)c(S(=O)(=O)N2CCC(n3c(C)nc4cccnc43)CC2)c(C)c1	i
CCCCc1n[nH]c(=O)n1-c1cccc(C)c1	i
CC(C)C(=O)Nc1sc2c(c1-c1nc3ccccc3s1)CCN(C)C2	i
COc1c(F)cccc1C(=O)N1CCC2(CC1)CC(C(=O)O)N(C)C2 (stereo unspecified)	i
COCCn1c(CCCC(=O)NCc2ccc(OC(C)C)cc2)nc2cccnc21	i
CSc1ncc(CNC(=O)c2cn(-c3ccccc3)nn2)n1C	i
O=C(CCCn1cncn1)N1CCCC2(C=Cc3ccccc3O2)CC1 (stereo unspecified)	i
CCN(Cc1ccncc1)C(=O)C1CCCN1C(=O)C1CCCCC1 (stereo unspecified)	i
CCc1nc(C)c(C(=O)N2CCCC3(CC2)CNC(=O)O3)o1 (stereo unspecified)	i
COc1cccc(-c2cc(=O)[nH]c(SCc3nc(-c4ccccc4)oc3C)n2)c1	i
CCn1c(C2CCN(C(=O)c3nc(C(C)C)cs3)CC2)n[nH]c1=O	i
CCOC(=O)Cn1c(=O)n(-c2ccc(F)cc2)c2nc(-c3ccccc3Cl)nc(C(N)=O)c21	i
CCOc1ccc(NS(=O)(=O)c2cc(C(=O)N3CCCC3)cs2)cc1	i
CC1=C(C(=O)NCCCN(C)Cc2ccccc2)C2(CCN(S(C)(=O)=O)CC2)OC1=O	i
Cc1ccc(C)c(OCCN(C)C(=O)c2ccc3c(c2)OCC(=O)N3)c1	i
Cc1cccc(OC2CN(C(=O)CCCS(N)(=O)=O)C2)c1	i
Cc1cccc2oc(CNC(=O)c3ccc(Cn4cnnn4)cc3)nc12	i
CCn1c(=O)n(CCN2CCOCC2)c(=O)c2cnc(-c3ccc(OC)cc3)nc21	i
COc1ccc2c(c1)CC(C(=O)Nc1ccc(S(N)(=O)=O)cc1)CO2 (stereo unspecified)	i
CC(CC(F)(F)F)NCc1cnn(-c2cccc(F)c2)c1 (stereo unspecified)	i
CCCSCCCNC(=O)c1cc2n(n1)CC(C)(C(=O)NCc1ccc(C)cc1)N(C)C2=O (stereo unspecified)	i
CN1C(=O)C2CCCCN2c2ccc(C(=O)N3CCc4ccccc43)cc21 (stereo unspecified)	i
CCC(C)NC(=O)c1nc(N2CCCC2)c2oc3ccccc3c2n1 (stereo unspecified)	i
COc1ccc(CC(=O)Nc2ccc(Cl)c(N3CCCS3(=O)=O)c2)cc1	i
CCCc1c(C)nc2ncnn2c1Sc1ccc(NS(=O)(=O)c2ccccc2Cl)cc1	i
C=CCN(Cc1ccccc1OC)C(=O)Cc1ccncc1	i
CCc1cc(N(C)CCc2noc(C)n2)nc(N2CCOCC2)n1	i

Retrieved by compound from the entries so far, 6 records:
structure	FECH block
Cc1ccc(OCc2cc(=O)n3oc(C)cc3n2)c(NC(=O)COc2ccccc2C)c1	i
CCOC(=O)Cn1c(=O)n(-c2ccc(F)cc2)c2nc(-c3ccccc3Cl)nc(C(N)=O)c21	i
COc1ccc(Cl)cc1S(=O)(=O)NCc1nc2cccnc2n1C1CCCC1	i
Cc1ccn2c(=O)cc(COc3cccc(NC(=O)c4ccccc4)c3)nc2c1	i
CCOc1ccc(NS(=O)(=O)c2cc(C(=O)N3CCCC3)cs2)cc1	i
COc1cccc(-c2cc(=O)[nH]c(SCc3nc(-c4ccccc4)oc3C)n2)c1	i

New compounds follow.
structure	FECH block
CN1CCOC(CCNC(=O)c2cnc(-c3ccccn3)nc2)C1 (stereo unspecified)	i
CCc1cc(Sc2ccc(NC(C)=O)cc2)n2ncnc2n1	i
CCOCCCNC(=O)C1c2c(n(C)c3ccccc23)SCC(=O)N1C1CCN(Cc2ccccc2)CC1 (stereo unspecified)	i
Cc1nc(C(C)C)ncc1C(=O)N1CCC(Cc2cccc(C(=O)O)c2)C1 (stereo unspecified)	i
Cc1ccc(Nc2cc(C)nc(N3CCN(S(=O)(=O)c4ccc(Oc5ccccc5)cc4)CC3)n2)cc1	i
CCOc1ccc(N(Cc2nc3nc(C)cc(C)n3n2)C(=O)c2ccc(C)cc2)cc1	+
CC(=O)Nc1c2n(c3ccccc13)CC(C)(C(=O)NC1CCCC1)N(Cc1ccccc1Cl)C2=O (stereo unspecified)	i
CC(CO)NC(=O)c1cc(COc2cccc(C(F)(F)F)c2)[nH]n1 (stereo unspecified)	i
COc1cccc(C(=O)N2CCN(S(=O)(=O)c3cc4c5c(c3)CCN5C(=O)CC4)CC2)c1OC	i
Cc1nn(-c2ccccc2)c(C)c1S(=O)(=O)N1CCn2cncc2C1	i
CCCCNc1nc(Nc2ccc(Cl)cc2)c2cnn(-c3ccccc3)c2n1	i
CCCCn1ccnc1-c1c(C)cc(O)cc1C	i
COc1cccc(NCc2cc(=O)n3[nH]c(NCc4ccccc4Cl)nc3n2)c1	+
COc1cccc(C(=O)Nc2ccc(Nc3nc(C)cc(N(C)C)n3)cc2)c1OC	i
CCOc1ccc(N(Cc2nc3nc(C)cc(C)n3n2)S(=O)(=O)c2ccccc2)cc1	i
CC(C)NS(=O)(=O)c1ccc(N2C(=O)CCS2(=O)=O)cc1	i
Cc1ccc(N2C(=O)N(Cc3cc(F)cc(F)c3)c3ccccc3S2(=O)=O)cc1	+
CCOc1c(N2CCN(c3cc(C)ccc3C)CC2)c(=O)c1=O	i
Cc1oc(-c2ccc(Cl)cc2)nc1CSc1nc2c(c(=O)[nH]1)CCC2	i
O=C(NCCc1nc2cccnc2n1C1CCCCC1)Nc1ccc2c(c1)OCCO2	i
CCN1CCN(Cc2cc(=O)n3[nH]c(-c4ccc(C(C)(C)C)cc4)nc3n2)CC1	i
Cc1cccn2c(CNC(=O)c3ccc(C#CC(C)(C)O)o3)cnc12	i
CCc1nc(OCC(=O)NCCOC)c2c(-c3ccc(F)cc3)noc2n1	i
CCn1nc(C)c(C(=O)NCc2cc(-c3ccc(C)cc3)on2)c1C	i
CCC/C=C/c1cc(C(=O)O)cc(S(=O)(=O)N2CCCC2)c1	i
CSc1nnc(CC2CCN(Cc3ccc(NC(C)=O)cc3)CC2)n1C	i
COCc1c(C(=O)N(C)Cc2ccc(C)o2)noc1C	i
NC(=O)c1cc2c(nc1-c1cc3ccccc3o1)CCC2	i
Cc1cc(NC(=O)c2cc3ccccc3o2)n(-c2ncnc3c2cnn3-c2ccc(F)cc2)n1	i
COCc1nc2cccnc2n1C1CCN(S(=O)(=O)c2ccc(Cl)cc2)CC1	i
Cc1ccc2oc(C(=O)N3CCN4C(=O)CN(C)C(=O)C4C3)c(C)c2c1 (stereo unspecified)	i
O=C(c1cn[nH]n1)N1CCc2c([nH]c3ccccc23)C1	i
NS(=O)(=O)c1ccc(CCNC(=O)C2CCN(c3nc4ccccc4n3Cc3cccc(F)c3)CC2)cc1	i
CN(Cc1ccccc1)c1ncc(NS(=O)(=O)c2ccccc2Cl)cc1C(=O)O	i
COC(=O)C1CCN(S(=O)(=O)c2cc(N3C(=O)CCS3(=O)=O)ccc2OC)CC1	i
CCOc1ccc(S(=O)(=O)N2CCN(Cc3nc4cccnc4n3-c3cccc(F)c3)CC2)cc1	i
CCn1ncc(C(=O)NCc2cn[nH]c2-c2ccc(Cl)cc2)c1C	i

High-throughput results deposited in PubChem BioAssay by School of Medicine, Indiana University.
